Bioassay records deposited in PubChem BioAssay by Johns Hopkins Ion Channel Center.
CHT block: inhibitors of human choline transporter CHT. High affinity choline transporter 1 (Homo sapiens), Q9GZV3. CHT-expressing cells, membrane potential dye, choline response; active compounds read low. B-score at 10 µM. 0.86% of 310,000 active;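 active = B-score over 3 SD under the library average, and starting fluorescence ratio not unusually high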;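 also: choline stimulus applied at its EC90 after an EC20 pre-addition; B-score computed on integrated fluorescence ratio after choline addition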
Target sequence (Q9GZV3 whole entry, looked up): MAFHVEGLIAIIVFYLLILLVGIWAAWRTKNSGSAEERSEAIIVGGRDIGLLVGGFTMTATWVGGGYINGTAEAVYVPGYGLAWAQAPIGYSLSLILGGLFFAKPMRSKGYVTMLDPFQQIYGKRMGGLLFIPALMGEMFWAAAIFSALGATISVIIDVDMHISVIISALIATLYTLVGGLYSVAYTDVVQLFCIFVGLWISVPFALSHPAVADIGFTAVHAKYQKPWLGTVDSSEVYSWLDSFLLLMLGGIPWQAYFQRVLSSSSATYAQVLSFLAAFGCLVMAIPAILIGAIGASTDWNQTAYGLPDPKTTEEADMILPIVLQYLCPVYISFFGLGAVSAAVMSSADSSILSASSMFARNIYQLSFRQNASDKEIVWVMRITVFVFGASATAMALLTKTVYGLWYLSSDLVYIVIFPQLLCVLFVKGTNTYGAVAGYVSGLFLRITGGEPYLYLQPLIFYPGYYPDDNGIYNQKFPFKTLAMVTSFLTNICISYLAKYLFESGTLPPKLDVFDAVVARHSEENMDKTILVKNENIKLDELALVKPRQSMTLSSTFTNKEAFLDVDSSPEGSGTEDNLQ
KCNQ2 block: KCNQ2 potassium channel inhibitors, primary screen, cell-based, CHO-K1, FluxOR thallium flux, B-score (AID 2156); 20 min; active compounds read low; Potassium voltage-gated channel subfamily KQT member 2 (Rattus norvegicus), O88943; 1.1% of 310,000 active; B-score at 10 µM;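 active = fluorescence ratio B-score at most minus 3 library SDs, with starting brightness B-score within 2 library SDs, cut at about -5.5 in these data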
Kir21 block: inhibitors of mouse Kir2.1 inward-rectifier potassium channel; Inward rectifier potassium channel 2 (Mus musculus), P35561; HEK293-Kir2.1, FluxOR thallium flux fluorescence; active compounds read low; B-score at 10 µM; 0.85% of 310,000 active;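 active = fluorescence ratio B-score at or below minus 3 SD of library scores, with starting-brightness B-score within 2 SD, cut at about -4.2 in these data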;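 also: channel flux triggered by added potassium and thallium sulfate stimulus; B-score of peak minus minimum fluorescence over baseline after thallium stimulus; more negative B-score means stronger Kir2.1 block with less thallium influx; some compounds called inactive have numbers as strong as hits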
Target sequence (P35561 whole entry, looked up): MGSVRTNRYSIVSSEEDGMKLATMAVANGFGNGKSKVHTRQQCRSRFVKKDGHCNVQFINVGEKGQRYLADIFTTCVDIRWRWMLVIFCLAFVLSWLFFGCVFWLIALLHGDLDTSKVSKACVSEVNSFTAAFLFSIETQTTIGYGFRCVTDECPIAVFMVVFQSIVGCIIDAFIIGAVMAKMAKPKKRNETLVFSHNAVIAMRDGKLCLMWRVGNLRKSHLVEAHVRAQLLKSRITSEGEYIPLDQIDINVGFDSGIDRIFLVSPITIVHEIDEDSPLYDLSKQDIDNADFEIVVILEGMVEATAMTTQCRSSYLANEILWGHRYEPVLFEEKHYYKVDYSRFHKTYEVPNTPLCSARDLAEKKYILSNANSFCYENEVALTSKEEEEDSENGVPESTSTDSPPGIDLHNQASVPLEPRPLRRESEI
* = called active by the depositor; i = inactive; . = no result given.

The line under a structure holds: CHT block	KCNQ2 block	Kir21 block
COc1cc(C)c(NC(=O)C(=S)NCc2ccccc2)cc1C
    i	i	0.76
CCOC(=O)c1ccccc1NC(=O)CSc1nc2ccccc2o1
    i	i	-0.01
C=CCNc1ccc(N2C(=O)CCCC2=O)cc1[N+](=O)[O-]
    i	i	-0.25
COc1ccc(-c2nnc(-c3ccc(F)cc3)o2)cc1
    i	i	0.8
Cc1cc(O)ccc1Nc1nc(-c2cccs2)cs1
    i	i	0.83
Cc1ccc(C(=O)NCCC2=CCCCC2)cc1S(=O)(=O)N1CCOCC1
    i	i	-0.82
Cc1ccc(NC(=O)C2C3C=CC(O3)C2C(=O)O)c(C)c1 (stereo not given)
    i	i	-0.85
NC(=O)N/N=C/c1ccccc1OC(=O)c1ccccc1Br
    i	i	-0.02
CCCc1nc(SCC(=O)NC2CCCC2)c2ccccc2n1
    i	i	-0.42
NS(=O)(=O)c1ccc(N=Nc2c[nH]c(=O)c(O)c2)cc1
    i	i	-1.01
CCOc1cccc2cc(C(=O)NCc3ccccc3Cl)c(=O)oc12
    i	i	-1.55
C=CCn1c(SCC(=O)NC2CC2)nnc1C1CC1
    i	i	0.6
O=C(CCc1ccccc1)Nc1ccc2c(c1)OCCO2
    i	i	1.95
CC(=O)Nc1ccc(NC(=O)c2c(C)c(-c3ccccc3)nc3ccccc23)cc1
    i	i	0.28
CC1(C)CCC(=O)N2CC[C@H]3C[C@H](OC(=O)Nc4ccc(Br)cc4)C[C@@H]1[C@H]32
    i	i	0.46
O=C(Nc1cc(Sc2nc3ccccc3s2)cc([N+](=O)[O-])c1)c1ccccc1
    i	i	-0.05
Cc1ccc(NC(=O)CN2CCN(Cc3ccccc3)CC2)c(Br)c1
    i	i	-2.19
COc1ccccc1NC(=O)C(=O)N/N=C(\C)CC(=O)Nc1ccccc1C(F)(F)F
    i	i	-1.2
NS(=O)(=O)c1ccc(NC(=S)NCc2ccc(Cl)cc2)cc1
    i	i	-1.06
COc1ccc(NC(=O)CC23CC4CC(C2)CC(n2nnc(C)n2)(C4)C3)cc1
    i	i	-1.09
Cc1ccc(NC(=O)CSc2nc3ccccc3c(=O)n2CCCC(=O)NCCCN2CCOCC2)cc1C
    i	i	-0.99
CN1CCNC(=O)C1CC(=O)NCCC1=CCCCC1 (stereo not given)
    i	i	1.41
CCc1cccc(NC(=O)C2CCCN(c3cnccn3)C2)c1 (stereo not given)
    i	i	2.95
O=C1CC(SCCc2nc3ccccc3[nH]2)C(=O)N1c1ccc(F)cc1 (stereo not given)
    i	i	0.77
Cc1ccc(NC(=S)N2CCCC(c3ccccc3)=N2)cc1
    i	i	-2.04
Cc1ccccc1C(=O)Nc1nnc(S(=O)(=O)N(C)Cc2ccco2)s1
    i	i	-2.16
N/C(=N\OC(=O)c1ccccc1Cl)c1ccncc1
    i	i	0.83
CCCS(=O)(=O)N1CCCC(C(=O)NCc2cccnc2)C1 (stereo not given)
    i	i	-0.72
CC(NC(=O)CS(=O)(=O)c1ccccc1)c1ccccc1 (stereo not given)
    i	i	1.06
O=C(NC1CCCC1)c1ccc(CSCc2ccccc2F)o1
    i	i	0.22

Continued, starting with the last four of the part before.
The line under a structure holds: CHT block	KCNQ2 block	Kir21 block
N/C(=N\OC(=O)c1ccccc1Cl)c1ccncc1
    i	i	0.83
CCCS(=O)(=O)N1CCCC(C(=O)NCc2cccnc2)C1 (stereo not given)
    i	i	-0.72
CC(NC(=O)CS(=O)(=O)c1ccccc1)c1ccccc1 (stereo not given)
    i	i	1.06
O=C(NC1CCCC1)c1ccc(CSCc2ccccc2F)o1
    i	i	0.22
COc1ccc2nc(COC(=O)c3cccc([N+](=O)[O-])c3)c(C(C)=O)[n+]([O-])c2c1
    i	i	0.19
Nc1nc(Cl)c(C=O)c(N2CCCCC2)n1
    i	i	-0.03
Cc1cccc(C)c1OCc1cc(C(=O)N2CCC(C3CCCCC3)C2)no1 (stereo not given)
    i	i	-0.44
COc1cc(C2C(C#N)=C(N)Oc3cc(O)ccc32)cc2c1OCO2 (stereo not given)
    i	i	-1.9
COCCNC(=O)c1ccc2c(c1)nc(C)n2-c1cccc(F)c1
    i	i	2.32
CN1CCN(CCC(=O)N/N=C/c2cc([N+](=O)[O-])ccc2O)CC1
    i	i	0.85
O=C(c1ccco1)N1CCN(c2ncccn2)CC1
    i	i	0.14
CCCn1cc(S(=O)(=O)CC(=O)Nc2ccc(OC)cc2OC)c2ccccc21
    i	i	2.49
Cc1cc(C)c2sc(N(CCCN(C)C)C(=O)c3ccc(S(=O)(=O)N4CCc5ccccc5C4)cc3)nc2c1
    i	i	0.42
CCCCCCCC(=O)Nc1cc(C(=O)NCCC)ccc1N1CCC2(CC1)CC(c1ccccc1)=NO2
    i	-5.98*	1.37
CC(C)c1cc(C(N)=O)c(NC(=O)C2CCC2)s1
    i	i	-0.44
O=C(Nc1ccc(F)cc1Cl)C1=COCCO1
    i	i	-1.53
CCOCCN1CCN(C(=O)CN2CCCC2=O)CC1
    i	i	-1.06
CCOc1ccc(C2/C(=C(\O)c3ccc(OC)c(OC)c3)C(=O)C(=O)N2c2cc(C)on2)cc1OC (stereo not given)
    i	i	-0.62
CCN1C(=O)/C(=C/c2cccs2)S/C1=N\S(=O)(=O)c1ccc(C)cc1
    i	i	0.01
Cc1ccc(CC(=O)N2CCC(c3nc4c(nnn4Cc4ccccc4)c(=O)[nH]3)CC2)cc1
    i	i	0
c1ccc2c(c1)nc(N1CCCCC1)c1ccccc12
    i	i	2.26
O=C(CSc1nnc2ccc(-c3cccnc3)nn12)Nc1cccc(F)c1
    .	i	0.47
CC1CCc2cc(F)ccc2N1C(=O)C12CCC(C)(C(=O)O1)C2(C)C (stereo not given)
    i	i	-1.67
COc1ccc(OC)c(-c2cc(C(=O)Nc3c(C)nn(Cc4ccccc4Cl)c3C)no2)c1
    i	i	0.04
Cc1ccc(-n2ncc(Cl)c2C(=O)NC2CC2)cc1
    i	i	1.56
O=C(NCCCN1CCOCC1)c1cc(-c2ccc(Cl)s2)nc2ccccc12
    i	i	1.11
CN(NC(=O)c1ccccc1F)c1ncccc1[N+](=O)[O-]
    i	i	0.01
CCC1CCc2c(sc(NC(=O)C3c4ccccc4Oc4ccccc43)c2C(N)=O)C1 (stereo not given)
    i	i	-0.29
CN(Cc1ccccc1)C(=O)COc1ccccc1
    i	i	0.62
Cc1nc(N/N=C\c2ccc3c(c2)OCO3)sc1C
    i	i	0.37
COc1ccc(-c2cc(CNC(=O)CN(C)Cc3ccccc3)on2)cc1
    i	i	-0.34
CC(CCc1ccccc1)NC(=O)Cc1ccccc1 (stereo not given)
    i	i	-1.9
O=C(Nc1ccc(N2CCOCC2)cc1N1CCOCC1)c1ccc(Br)cc1
    i	i	0.17
Cc1cc(C(=O)OCC(=O)NCc2ccccc2)c(C)o1
    i	i	-0.02

Further entries
The line under a structure holds: CHT block	KCNQ2 block	Kir21 block
CCOC(=O)c1c(C)oc2ccc(OCC(=O)C(C)(C)C)cc12
    i	i	-1.48
CCOC(=O)CC1=C(C(=O)OCC)C(c2ccc(OC)c(OC)c2)C(C#N)=C(N)O1 (stereo not given)
    i	i	0.94
Cc1ccc(NC(=O)c2sc3ncn(CC(=O)N4CCN(c5ccccn5)CC4)c(=O)c3c2C)cc1Cl
    i	i	1.69
CCC(C(=O)OCC(=O)Nc1ccc(SC(F)F)cc1)c1ccccc1 (stereo not given)
    .	i	0.14
COc1ccc(NC(=O)Nc2ccc(C)cc2OC(F)F)cc1OC
    i	i	0.29
COc1cccc(N2CCN(Cc3ccsc3)CC2)c1
    i	i	0.63
CC(Cc1ccccn1)NC(=O)c1ccc(OC2CCN(CCc3ccccc3)CC2)cc1 (stereo not given)
    .	i	-2.16
COc1ccc(-c2cc(=O)oc3cc(OCC(=O)NCCN4CCOCC4)ccc23)cc1
    i	i	-1.15
Cc1cc(S(=O)(=O)NCc2ccc3c(c2)OCO3)ccc1F
    i	i	-2.92
O=c1oc2ccccc2c(NC2CCCCC2)c1NS(=O)(=O)c1ccc(Cl)cc1
    i	i	0.35
S=c1[nH]nc(CSCc2ccccc2Cl)n1C1CCCCC1
    .	i	0.13
Cc1ccc(NC(=O)C2CCCN2S(=O)(=O)c2ccc3c(c2)n(C)c(=O)c(=O)n3C)cc1 (stereo not given)
    i	i	-1.19
COc1ccc(C(CCN(Cc2ccc(OC)c(OC)c2)C(C)=O)C(C)C)cc1 (stereo not given)
    i	i	-2.21
CC(C)C1Oc2ccccc2N(CC(=O)N(Cc2ccncc2)Cc2ccco2)C1=O (stereo not given)
    i	i	0.2
CCOc1ccc(CCNC(=O)CN2CCN(Cc3ccc(F)cc3)C2=O)cc1OCC
    i	i	-0.15
CCCOC(=O)Nc1nc2ccccc2o1
    i	i	-0.73
CC1(C)CC(N=c2cc(-c3ccccc3)oc3ccc(Cl)cc23)CC(C)(C)N1
    .	i	-2.99
Cc1ccccc1NC(=O)NCc1cccnc1
    i	i	0.22
Cc1noc(C)c1COc1ccccc1C(=O)N(C)CC(=O)Nc1ccc(Cl)c(Cl)c1
    i	i	0.29
CC(C)Oc1ccc(C(=O)Nc2c3c(nn2C(C)(C)C)CS(=O)(=O)C3)cc1
    i	i	2.41
COC(=O)CN(C#N)c1nc(NC(C)C)nc(OC)n1
    i	i	1.4
CCOC(=O)C1(Cc2cccc(OC)c2)CCCN(S(=O)(=O)N(C)C)C1 (stereo not given)
    i	i	1.89
C=CCNC(=O)c1cc(-c2ccc(Br)cc2)on1
    i	i	0.69
COc1ccc(OCc2cc(C(=O)N3CCCC3)no2)c2ccccc12
    i	i	1.76
CCOc1ccc(N(CC(=O)Nc2ccccc2OC)S(C)(=O)=O)cc1
    i	i	1.15
COC(=O)Cn1c(=O)c(C)nc2ccccc21
    i	i	0.56
COc1ccc(CCNC(=O)C(=O)NCC2CCCN2S(=O)(=O)c2cccs2)cc1 (stereo not given)
    i	i	-0.34
COc1cccc(NC(=O)CCN2CCOCC2)c1
    i	i	1.78
COc1ccccc1NC(=O)Cn1cnc2sc(C)c(S(=O)(=O)N3CCCCC3)c2c1=O
    i	i	-1.08
CCOC(=O)c1c(NC(=O)c2ccc(S(=O)(=O)N3CCOCC3)cc2)sc2c1CCN(C)C2
    i	i	1.92

KCNQ2 block: what is marked active above
The line under a structure holds: CHT block	KCNQ2 block	Kir21 block
CCCCCCCC(=O)Nc1cc(C(=O)NCCC)ccc1N1CCC2(CC1)CC(c1ccccc1)=NO2
    i	-5.98*	1.37

Next records follow.
The line under a structure holds: CHT block	KCNQ2 block	Kir21 block
O=C1c2cccc3cccc(c23)C(=O)N1/N=C/c1ccc(O)cc1O
    i	i	-0.08
CCCN(c1ccc(OCC)cc1)c1ncnc2nc[nH]c12
    i	i	-0.3
O=C(N/N=C/c1cccc([N+](=O)[O-])c1)c1ccc(Br)cc1
    i	i	-1.08
COc1cc(OC)c(S(=O)(=O)N2CCN(C(=O)c3ccco3)CC2)cc1NC(C)=O
    i	i	1.33
COC(=O)c1cccc(Nc2nc3ccccc3nc2C)c1
    i	i	0.25
COC(=O)c1ccccc1NC(=O)C12CCC(C)(C(=O)O1)C2(C)C (stereo not given)
    i	i	-0.46
CCOc1ccc(-c2onc(C(F)(F)F)c2-c2cscn2)c(O)c1
    i	i	0.57
COCCCNc1nc(N)c([N+](=O)[O-])c(NC2CCCCC2)n1
    i	i	0.44
CN(C)S(=O)(=O)c1ccc(C(=O)NCCSc2ccccc2)cc1
    i	i	0.05
O=C(Nc1c2c(nn1-c1ccc(F)cc1)CS(=O)(=O)C2)c1ccc(Br)o1
    i	i	1.33
CCOC1Cc2ccccc2N(C(N)=O)c2ccccc21 (stereo not given)
    i	i	0.99
CCOC(=O)N1CCc2c(sc(NC(=O)Cc3ccccc3)c2C(=O)c2ccc(OC)cc2)C1
    i	i	1.33
COc1cc2c(cc1OC)C1(CCCC1)C(N)=C2C#N
    i	i	-1.48
CCOc1cc(C(=O)Nc2cccc(OCC(=O)N3CCOCC3)c2)cc(OCC)c1OCC
    i	i	-3.14
CCc1nnc(NC(=O)c2ccc(Cl)c(S(=O)(=O)N3CCc4ccccc43)c2)s1
    i	i	-2.06
CC12CCC(C[N+](C)(C)C1)C2(C)C (stereo not given)
    i	i	1.3
O=C(Cc1ccc(F)cc1)N1CCN(c2ccc([N+](=O)[O-])cc2)CC1
    i	i	0.18
CCc1ccccc1NC(=O)/C(C#N)=C\c1ccc(Sc2ccccc2)o1
    i	i	0.6
N#Cc1ccc(OCCOCCNC2CCCC2)cc1
    i	i	-0.56
CCn1c(SCC(=O)NCCc2ccccc2)nnc1-c1cccs1
    i	i	-1.74
COC(=O)c1cc(NC(=O)Nc2cccc(Cl)c2)ccc1Cl
    i	i	1.3
CCCCN1C(C)=CC(=C2C(=O)c3ccccc3C2=O)C=C1C
    i	i	1.95
O=C(N/N=C/c1ccncc1)C12CC3CC(CC(C3)C1)C2
    i	i	-1.23
CCCn1c(SCC(N)=O)nnc1-c1ccco1
    i	i	-0.04
